mIAP act – mouse IAP activation; 0.24% of 330,000 active; activation factor at 10 µM; muIAP, CDP-Star luminescence, 30 min; active compounds read high; 1 = vehicle-only enzyme signal, 0 = enzyme-free wells;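 active = activation factor of at least 2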; note: the source names both 10 and 20 µM as test concentration; values of inactives mirror those of a sister screen read the other way
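System: Mouse IAP enzyme | Also added: CDP-Star substrate | Dosing: Compounds dispensed in DMSO | Schedule: 30 min enzyme-substrate-compound incubation at room temperature | Technique: Chemiluminescence readout | Control set: DMSO-only wells and no-enzyme negative control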
MPTP inh – inhibitors of mitochondrial permeability transition pore | isolated mouse mitochondria, Ca2+ swelling absorbance, 30 min | inhibition, % at 10 µM | 1.4% of 360,000 active;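 active = inhibition of 50% or more, scaled per plate between neutral and stimulator controls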;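 note: 0% = DMSO wells given calcium and 100% = 1 mM EGTA wells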
hIAP act – human IAP activation | purified human IAP, CDP-Star luminescence, 30 min; active compounds read high; 1 = vehicle-only enzyme, 0 = enzyme-free background | activation factor at 10 µM | 0.16% of 330,000 active;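 active = activation factor of the enzyme at least 2-fold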; note: the source names both 10 and 20 µM as test concentration; values of inactives mirror those of a sister screen read the other way
mIAP inh – blocks mouse intestinal alkaline phosphatase; inhibition, % at 10 µM; 0.2% of 330,000 active; purified mouse IAP, CDP-Star luminescence, 30 min; AID 2806;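 active = inhibition of at least 40% at 10 µM in the primary screen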;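 note: plate controls were DMSO with enzyme for no effect and no enzyme wells for full effect; values of inactives mirror those of a sister screen read the other way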
hIAP inh – human IAP inhibition; P09923; purified IAP, CDP-Star luminescence, 30 min; inhibition, % at 10 µM; 0.12% of 330,000 active; AID 2544;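 active = inhibition reaching a set limit with compound at 10 µM in the primary screen, cut at about 35% in these data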;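 note: plate controls were DMSO wells with enzyme for no effect and no-enzyme buffer wells for full effect; values of inactives mirror those of a sister screen read the other way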
A3G deaminase – inhibitors of human APOBEC3G DNA deaminase; recombinant A3G, ssDNA deamination FAM/TAMRA fluorescence; AID 493012; 0.28% of 330,000 active; inhibition, % at 20 µM;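 active = inhibition of at least 40% at 20 µM, with no more than 30% in the related APOBEC3A deaminase screen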;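 note: plate controls were DMSO wells with A3G for no effect and wells lacking A3G enzyme for full effect; some compounds called inactive have numbers as strong as hits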
Target sequence (Q9HC16 whole entry, looked up): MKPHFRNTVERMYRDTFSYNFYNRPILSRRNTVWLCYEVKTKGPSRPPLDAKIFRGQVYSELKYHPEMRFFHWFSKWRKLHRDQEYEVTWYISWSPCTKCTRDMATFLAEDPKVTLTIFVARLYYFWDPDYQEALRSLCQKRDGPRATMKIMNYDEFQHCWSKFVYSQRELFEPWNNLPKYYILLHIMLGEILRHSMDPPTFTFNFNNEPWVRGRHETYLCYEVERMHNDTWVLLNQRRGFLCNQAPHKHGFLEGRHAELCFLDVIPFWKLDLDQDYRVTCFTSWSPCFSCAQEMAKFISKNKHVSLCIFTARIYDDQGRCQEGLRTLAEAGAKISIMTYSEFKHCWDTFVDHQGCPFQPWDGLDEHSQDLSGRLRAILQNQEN
APOBEC3A inh – blocks human APOBEC3A ssDNA deamination; inhibition, % at 20 µM; P31941; 0.41% of 330,000 active; recombinant A3A, FAM/TAMRA ssDNA deamination fluorescence;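 active = at least 40% inhibition at 20 µM here, with at most 30% in a related deaminase screen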;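 note: plate controls were A3A with DMSO for no effect and wells lacking A3A enzyme for full effect; some results filed as inactive read as strong as hits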
Target sequence (P31941 whole entry, looked up): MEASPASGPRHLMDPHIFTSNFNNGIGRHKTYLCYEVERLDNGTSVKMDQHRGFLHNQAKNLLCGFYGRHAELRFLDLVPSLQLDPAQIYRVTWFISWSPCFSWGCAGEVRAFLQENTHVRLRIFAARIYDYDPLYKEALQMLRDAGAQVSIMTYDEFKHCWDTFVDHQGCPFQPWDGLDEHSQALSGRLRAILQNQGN
beta cell repl – induces beta-cell replication in MIN6 cells; AID 2380; MIN6 cells proliferation, ATPlite luminescence, 48 h; cells starved in 0.2% serum; 100% = growth in 10% serum; proliferation, % at 10 µM; 0.29% of 330,000 active;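 active = compounds whose signal lies at least 3.5 SD above the mean of all wells on their plate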;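 note: 0% = DMSO-treated cells in low-serum medium and 100% = 10% serum control; some compounds called inactive have numbers as strong as hits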
ATG4B inh – blocks human ATG4B protease cleavage of LC3 substrate | Q9Y4P1 | ATG4B cleavage of LC3-PLA2, NBD-HPC fluorescence, 1 h | inhibition, % at 8.33 µM | 0.51% of 340,000 active; in the data active = inhibition above about 40%
Target sequence (Q9Y4P1 whole entry, looked up): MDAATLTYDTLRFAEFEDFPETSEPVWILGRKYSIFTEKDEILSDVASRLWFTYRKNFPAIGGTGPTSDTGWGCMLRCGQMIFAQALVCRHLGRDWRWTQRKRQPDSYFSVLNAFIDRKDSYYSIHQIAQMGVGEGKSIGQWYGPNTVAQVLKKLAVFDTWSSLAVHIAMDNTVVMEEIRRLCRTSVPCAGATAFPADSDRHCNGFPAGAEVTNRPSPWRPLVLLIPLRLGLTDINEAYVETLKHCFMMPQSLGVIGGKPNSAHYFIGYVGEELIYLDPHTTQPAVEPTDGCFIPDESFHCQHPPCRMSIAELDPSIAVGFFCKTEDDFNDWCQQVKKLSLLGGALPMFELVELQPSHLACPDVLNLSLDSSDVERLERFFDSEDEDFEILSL
Active calls of the source: *; / = no result given.

SMILES	mIAP act	MPTP inh	hIAP act	mIAP inh	hIAP inh	A3G deaminase	APOBEC3A inh	beta cell repl	ATG4B inh
O=C(N/N=C/C(Cl)=C/c1ccccc1)c1ccccc1F	0.96	-0.3	1.1	4	-8	-3	0	-6	-4
Cc1ccc(S(=O)(=O)N2CCCCC2)cc1NC(=O)COC(=O)C1(C)CC1(Cl)Cl (stereo not drawn)	1.2	0.0	0.95	-15	5	-9	-2	0	-2
Cc1noc(C)c1COC(=O)c1cc(=O)[nH]c2ccccc12	1.1	-0.2	0.87	-6	13	-2	0	2	-4
CCOC(=O)c1ccc(NC(=S)N(CCN2CCCCCC2)Cc2cccs2)cc1	1	0.4	0.83	-2	17	-1	4	-5	-8
Cc1ccccc1NC(=O)c1c(C)nc(SCC(=O)OCc2ccccc2)c(C#N)c1-c1ccc(F)cc1	0.93	1.1	0.81	7	19	-4	-2	-3	-15
O=C(Nc1nc(-c2ccccc2)cs1)c1cccc([N+](=O)[O-])c1C(=O)O	0.97	-0.3	0.95	3	4	-2	-1	-2	55*
COc1ccc(NCC(O)Cn2cnc3c2c(=O)n(C)c(=O)n3C)cc1 (stereo not drawn)	1	-0.5	0.95	-3	5	-3	-1	3	-5
CCCCN(C)C(=O)c1cn(-c2cccc(OC)c2)c(=O)c2ccccc12	1	-0.3	0.93	0	8	-4	-1	-2	-5
O=C(Nc1ccc(-c2csnn2)cc1)C(Cl)(Cl)Cl	1	3.4	1.1	-2	-14	-2	1	-1	1
CCn1ccnc1CN(C)Cc1cn(-c2ccc(C)cc2)nc1-c1cccc(C)c1	0.93	51*	1.2	8	-21	-2	2	-6	-7
CCCCN(CC)CCNC(=O)Cn1cnc2sc(C)c(S(=O)(=O)N3CCC(C)CC3)c2c1=O	1	-0.7	0.91	-2	9	-6	-2	-2	-2
C=CCNC(=O)C1CC1(c1ccc(C)cc1)c1ccc(C)cc1 (stereo not drawn)	0.8	5.1	1.3	20	-31	-9	-2	-3	-2
Cc1ccc2[nH]c(C(=O)N/N=C/c3ccccc3C(=O)O)c(-c3ccccc3)c2c1	1.1	0.3	1.2	-9	-24	-8	-3	1	-2
O=C(NCCCCc1ccccc1)C1CC(c2cc(C(F)(F)F)cc(C(F)(F)F)c2)=NO1 (stereo not drawn)	1	0.4	1.1	-4	-9	-5	0	-3	-4
CCc1nnc2n1N=C(c1ccc([N+](=O)[O-])cc1)CS2	0.93	2.7	1.1	7	-6	-6	-2	-3	-5
COc1ccccc1OCC(=O)OCc1cc(-c2ccco2)on1	1	-0.4	0.87	-5	13	-7	-3	7	-1
COC(=O)C1CN(C(=O)c2ccc(OC(F)F)cc2)c2ccccc2O1 (stereo not drawn)	0.98	1.2	1	2	-1	4	0	-2	0
Cc1cc(C(F)(F)F)n(-c2nc(C(=O)NN)cs2)n1	1.1	0.9	0.89	-8	11	7	3	2	-21
O=C(CN(c1ccc(F)cc1)S(=O)(=O)c1ccc2c(c1)OCCO2)NCC1CCCO1 (stereo not drawn)	0.93	0.6	1	7	-2	-6	1	0	12
O=C(Nc1nnc(-c2ccncc2)o1)c1cccc(N2C(=O)CCC2=O)c1	1.1	-0.3	1.2	-6	-17	2	-4	-3	-5
CC1CCc2c(sc(NC(=O)c3nc4ncccn4n3)c2C#N)C1 (stereo not drawn)	0.93	2.2	0.87	7	13	54*	3	-3	-4
Cc1cc(NC(=O)CSc2nc3ccc(Cl)cc3[nH]2)no1	0.78	2.9	0.93	22	7	-1	3	-3	-5
CCc1nc(SCC(=O)Nc2ccc3c(c2)OCCO3)c2oc3ccccc3c2n1	1	-1.1	0.97	0	3	-1	0	-3	0
CCc1ccc2nc(N=C(N)N)nc(C)c2c1	0.89	1.1	1.1	11	-8	6	12	-6	4
CCCCCCCCCS(=O)(=O)Nc1cc(C)ccn1	0.93	0.2	1.1	7	-8	2	1	0	-6

More records follow:
SMILES	mIAP act	MPTP inh	hIAP act	mIAP inh	hIAP inh	A3G deaminase	APOBEC3A inh	beta cell repl	ATG4B inh
Cc1cc(C)c(-n2c(O)c(C=NCCN3CCOCC3)c(=O)[nH]c2=O)c(C)c1	1	-4.1	0.93	-4	7	-6	-3	-4	-11
CC(C)C[C@H](NC(=O)c1nc[nH]c1C(=O)N[C@@H](CC(C)C)C(=O)OC(C)(C)C)C(=O)OC(C)(C)C	1	0.3	1.4	-2	-44	0	10	-9	0
O=c1ccc2cc(S(=O)(=O)Nc3ccc(F)cc3)ccc2o1	1	-1.4	0.94	-1	6	-11	-4	0	-3
COc1ccc(NC(=O)CSc2nnc(CNC(=O)COc3ccc(Cl)cc3)o2)c(OC)c1	0.99	-8.0	0.94	1	6	-1	2	0	-17
Cc1ccc(S(=O)(=O)N(C)CC(=O)NCC(c2ccc(F)cc2)N2CCOCC2)cc1 (stereo not drawn)	0.97	-1.8	0.93	3	8	0	1	-2	-5
O=C(Nc1ccc(N2CCOCC2)cc1)c1cnsn1	0.96	-1.0	0.9	4	10	-1	1	-3	5
COc1ccc(CN(C(=O)CCC(=O)Nc2cc(C)on2)C(C(=O)NC(C)(C)C)c2cccc(OC)c2OC)cc1 (stereo not drawn)	1.1	-0.6	1	-9	-2	5	4	0	-5
CC(=O)c1ccc(OCC(O)CN2CCN(c3ccccn3)CC2)cc1 (stereo not drawn)	0.98	-3.6	1	2	-4	0	2	-6	1
O=C1Cc2ccccc2Sc2c(OCCN3CCCCC3)cccc21	0.9	-0.4	1.1	10	-6	-2	0	6	-2
CCN(CC)CCN(C(=O)c1ccc2c(c1)CCCC2)c1nc2ccc(OC)cc2s1	1	0.5	1.1	-2	-5	38	6	-7	12
CC(/C=N/NC(=O)CSc1nc(C)cc(C)n1)=C\c1ccccc1	0.87	50*	0.99	13	1	4	0	0	-20
CC(=O)N=c1sccn1CC(O)c1ccccc1 (stereo not drawn)	1	0.0	0.99	-3	1	6	5	2	1
COC(=O)c1cnc(N2CCOCC2)nc1C(F)(F)F	0.94	2.2	0.92	6	8	-8	-3	6.3*	-3
CC(C)CCn1c(C(C)O)nc2ccccc21 (stereo not drawn)	1.1	-1.7	1.1	-8	-13	-2	-2	-2	-4
Cc1ccc(S(=O)(=O)N(C)c2ccc(C)c([N+](=O)[O-])c2)cc1	0.97	0.7	0.98	3	2	-5	-3	-3	0
COc1ccc(Br)cc1CN(C)C(=O)Cc1ccc(OC)c(S(=O)(=O)N2CCOCC2)c1	0.94	-0.2	0.93	6	7	-7	-4	7	-1
c1ccc2c(-c3nc(-c4ccncc4)no3)cccc2c1	0.94	-1.3	0.77	6	23	3	4	-2	-7
CC1CCN(C(=O)Cn2c(SCC(=O)Nc3nccs3)nc3ccccc32)CC1	1	-1.4	1.1	-3	-11	-7	-1	-1	-10
O=C(O)CCC(=O)N1CCN(c2cccc(Cl)c2)CC1	1	-1.0	0.84	-4	16	-4	-1	0	-8
CCCS(=O)(=O)c1c(S(=O)(=O)CCC)c2cnccn2c1C(=O)c1ccc(CC)cc1	0.95	-3.0	0.92	5	8	-9	-5	-3	-13
Cc1cc(-c2c(C(=O)N3CCOCC3)c(C)nn2-c2ccccc2)no1	1	0.9	0.92	-5	8	-8	-2	0	-5
COCc1ccc([C@@H]2C[C@H]3CN(Cc4ccccc4C)C(=O)[C@]34CCCN24)o1	1	-1.5	0.98	-1	2	-2	3	-5	8
Cc1cccc(-n2ncc3c(N4CCc5ccccc54)ncnc32)c1	1.1	/	1	-13	-3	-2	2	-2	/
COc1cc(C2c3[nH]c4ccccc4c3C[C@H]3C(=O)N(CCO)CC(=O)N23)cc(OC)c1OC (stereo partly drawn)	1	0.9	0.97	-1	3	-7	-5	-2	-3
CCOC(=O)c1c(NC(=O)CSc2ncnc3ccccc23)sc(C)c1C	0.91	3.2	1.1	9	-7	0	3	-2	-2

(continued)
SMILES	mIAP act	MPTP inh	hIAP act	mIAP inh	hIAP inh	A3G deaminase	APOBEC3A inh	beta cell repl	ATG4B inh
CC1CCCCC1NC(=O)CCNS(=O)(=O)c1ccc(Cl)cc1 (stereo not drawn)	0.92	-3.4	1.3	8	-31	-6	-5	5	-7
O=C(Cc1cccs1)N1CCCC(c2nc3c(nnn3Cc3ccc(F)cc3)c(=O)[nH]2)C1 (stereo not drawn)	0.89	-1.1	0.78	11	22	-6	5	-1	-3
CCN1C(=O)CC(N2CCN(C(c3ccccc3)c3ccccc3)CC2)C1=O (stereo not drawn)	0.9	-1.3	0.94	10	6	-6	-1	0	-7
COc1ccc(OC)c(C(c2nnnn2C2CCCC2)N2CCN(c3ccccc3)CC2)c1 (stereo not drawn)	0.95	-1.7	1	5	-2	-3	-3	-4	-1
Cc1ccc2[nH]c(=O)c(CN(Cc3cccnc3)Cc3nnnn3CCN3CCOCC3)cc2c1	0.97	-1.3	1.1	3	-7	-3	1	0	-1
Cc1ccc(-c2ccc(=O)n(CC(=O)N3CCN(c4cc(Cl)ccc4C)CC3)n2)cc1	0.92	-2.1	0.89	8	11	-10	3	-6	5
COc1ccccc1N1Cc2ccccc2C1	0.98	4.6	0.95	2	5	26	2	-5	-6
Cc1ccc(CSc2[nH]c(=O)ncc2C)cc1	0.96	-2.0	1	4	-2	-7	-5	2	-6
C#CCOCCOCCOCCNc1nc(N2CCN(C(=O)CCCCCCCCCCNC(=O)[C@H](CCCCN)n3cc(C)nn3)CC2)nc(N2CCN(C(=O)CCCCCCCCCCNC(=O)[C@@H]([C@H](C)CC)n3cc(CCCCCN)nn3)CC2)n1	3*	-9.1	1.1	-196	-8	4	-3	-8	/
CCC(=O)Nc1ccc(N/C(N)=N/c2nc(C)cc(C)n2)cc1	1	4.4	1.2	0	-18	-3	0	-1	1
CC(C)C(NS(=O)(=O)/C=C/c1ccccc1)C(=O)NCc1ccc(F)cc1 (stereo not drawn)	0.9	-0.5	0.97	10	3	-9	2	0	-9
Cc1nc(N)sc1-c1csc(NCc2ccccc2)n1	0.7	-0.8	1.2	30	-22	2	0	1	13
O=C(COC(=O)c1ccccc1O)Nc1ccc2ccccc2c1	1	-2.3	1	-4	-5	-1	4	-3	-2
CCCCOC(=O)Cn1c(=O)c2c(nc(Br)n2Cc2ccccc2)n(C)c1=O	0.93	1.4	0.84	7	16	2	-1	-1	-5
COC(=O)c1ccc(CSc2nc3ccccc3c(=O)n2-c2cccc(OC)c2)o1	0.79	1.0	0.94	22	6	0	4	0	35
N#CC1=C(N)Oc2c(sc3ccccc23)C1c1ccco1 (stereo not drawn)	0.83	-1.5	1	17	-5	1	3	-3	4
Cc1nnsc1C(=O)NNc1ccc(Cl)cc1	1	-0.6	1.2	-4	-16	1	0	-1	-10
CC1CSc2n(-c3cccc(C(F)(F)F)c3)cc(-c3ccccc3)[n+]21 (stereo not drawn)	1	-0.6	1.1	-2	-10	0	5	-7	-1
CC(C(=O)O)n1c2ccccc2c2cn[nH]c(=O)c21 (stereo not drawn)	0.97	1.0	1	2	-2	-4	1	-2	2

Assay outcomes deposited in PubChem BioAssay by Sanford-Burnham Center for Chemical Genomics.
